# Screening results from PubChem BioAssay.
# DT40 TDP1 CPT: DT40-hTDP1 cell growth loss with CPT; chicken DT40 Tdp1-/-;hTDP1 cells + 20 nM CPT, ATP luminescence, 48 h; Potency, µM (series often up to 46.2 µM), for the others: top-dose activity change, negative = growth inhibition, hits mostly inhibitors; actives 12% (n = 420,000); also: nearly all actives have a fitted effect of over 55% in size
#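 Chicken DT40 Tdp1-/- cells stably complemented with human TDP1 were seeded at 400 cells/well in medium containing 20 nM camptothecin, exposed to pin-transferred compounds, and grown at 37 °C for at least 48 hr. Viability was read as ATP luminescence.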
# N370S GC: N370S glucocerebrosidase modulation, Gaucher chaperone candidate. P04062. N370S GC spleen homogenate, 4MU-glucoside fluorescence. Potency, µM (titrated, usually from 59.4 µM), for inactives: at the highest dose activity change, negative = inhibition, hits mostly inhibitors. actives 0.092% (n = 330,000);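 also: 0% = full enzyme activity and -100% = no enzyme basal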
# FEN1 inh: human FEN1 inhibition | AID 588795 | Potency, µM (titrated, usually from 114 µM), for inactives: at the top dose activity change, negative = inhibition, most hits filed as inhibitors | Recombinant FEN1 flap cleavage, fluorescence, 15 min | P39748 | actives 0.35% (n = 390,000); also: nearly all actives have a fitted effect of over 65% in size
# Target sequence (P39748 whole entry, looked up): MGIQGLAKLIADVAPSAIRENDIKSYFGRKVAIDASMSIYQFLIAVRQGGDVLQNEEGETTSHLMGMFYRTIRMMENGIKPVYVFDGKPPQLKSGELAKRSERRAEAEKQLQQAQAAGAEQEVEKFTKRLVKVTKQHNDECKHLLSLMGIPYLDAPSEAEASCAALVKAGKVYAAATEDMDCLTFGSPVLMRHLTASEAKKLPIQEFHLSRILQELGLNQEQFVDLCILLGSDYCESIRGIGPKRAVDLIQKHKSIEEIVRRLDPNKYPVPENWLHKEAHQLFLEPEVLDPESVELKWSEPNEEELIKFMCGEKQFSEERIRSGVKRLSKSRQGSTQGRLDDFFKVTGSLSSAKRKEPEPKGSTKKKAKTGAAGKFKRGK
#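 Concentration–response screening of FEN1 (10 nM): 15 min compound preincubation at room temperature, reaction started with 50 nM substrate and read at 0 and 15 min. Corrected, normalized data were fitted by a four-parameter Hill equation.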
# Starred values were filed as active, the others as inactive; ? = inconclusive; / = no result given. Calls follow the shape of the dose curve; as a rule, active = well fitted curve in the direction sought with a large enough effect; inconclusive = small, poorly fitted or top-dose-only effect, or another doubt; inactive = no such curve, though single readings can be large; an effect the other way counts as inactive or inconclusive. Unless noted, % is scaled to controls: 0 for no effect and ±100 for the full control effect; potency is read from the fitted curve at half-maximal effect. Not all compounds are listed; rates above refer to the full screens.
No. | compound | DT40 TDP1 CPT | N370S GC | FEN1 inh
1 | COc1cccc(C(=O)N(CN2CCCC2=O)c2cccc(Cl)c2)c1OC | ? | / | -8%
2 | CC(C)Cn1c(=O)c2sccc2n2c(CCCC(=O)NCc3ccccc3Cl)nnc12 | -11% | / | 0%
3 | CCc1cccc(OCCN2CCCC2)c1 | 23% | 1% | -4%
4 | Cc1ccc(C2(C)NC(=O)N(CC(=O)N(C)CC(=O)Nc3cccc4ccccc34)C2=O)cc1 (stereo unspecified) | -25% | 0% | -5%
5 | Cc1cc(C(=O)Nc2sc(C)c(C)c2C#N)no1 | -13% | -7% | 0%
6 | CCN(CC)CCn1c2c(c(SCC(=O)Nc3cccc(C(C)=O)c3)nc1=O)CCCC2 | ? | 2% | 10%
7 | COc1ccc(-n2c(C)cc(C(=O)CN3C(=O)NC4(CCCc5sccc54)C3=O)c2C)cc1 (stereo unspecified) | 16µM* | 8% | 7%
8 | Cc1ccc(C(C[N+](=O)[O-])c2c(-c3ccccc3O)[nH][nH]c2=O)cc1 (stereo unspecified) | 3.3µM* | 9% | 9%
9 | CCN(CC)C(=O)CCCOc1ccc(Cl)cc1Cl | ? | 5% | -11%
10 | O=C(NC(Cc1c[nH]c2ccccc12)C(=O)NCCCN1CCOCC1)c1cccs1 (stereo unspecified) | -6% | -2% | 2%
11 | NC(=O)c1ncc(C(F)(F)F)cc1Cl | 11% | -5% | -11%
12 | CCN1C(=O)C(CC(=O)Nc2ccc(OC)cc2)N(CCc2ccccc2)C1=S (stereo unspecified) | 4% | -5% | -16%
13 | COCCCNC(=O)/C(C#N)=C/c1c(N2CCN(c3cccc(Cl)c3)CC2)nc2c(C)cccn2c1=O | ? | ? | -12%
14 | O=P(O)(COc1ccccc1)COc1ccccc1 | -8% | -6% | -12%
15 | Cc1ccc2c(c1)c1n[nH]c(=S)nc1n2CCc1ccccc1 | 16µM* | -11% | 0%
16 | N#C/C(=C\Nc1ccccc1SC(F)(F)F)c1nc(-c2ccc(Cl)cc2)cs1 | -26% | 13% | 20%
17 | Cc1cc2ccccc2c(=O)n1CC(=O)N1CCN(c2cccc(Cl)c2)CC1 | -1% | -4% | 8%
18 | O=C(NC(=S)NCC1CCCO1)c1ccccc1 (stereo unspecified) | -20% | 10% | 2%
19 | Cc1ccc(CNS(=O)(=O)c2ccccc2[N+](=O)[O-])cc1 | -20% | 5% | -13%
20 | CC(OC(=O)/C(C#N)=C/c1ccc(N(C)C)cc1)C(=O)N(C)Cc1ccccc1 (stereo unspecified) | ? | 9% | ?
21 | Cc1ccc([C@@H]2CC=C(C(=O)O)[C@H](c3ccc(Cl)cc3)N2S(=O)(=O)c2ccccc2C)cc1 | -16% | / | 1%
22 | COC(=O)c1ccccc1NC(=O)Nc1cccc(OCc2cc(=O)n3cccc(C)c3n2)c1 | -21% | / | 13%
23 | Cc1nnc(SCC(=O)NNC(=O)c2ccco2)s1 | -16% | -1% | 0%
24 | C=CCn1c(NC(C)c2cc(Cl)ccc2O)nc2ccccc21 (stereo unspecified) | ? | -18% | -16%
25 | NC(=O)CSc1ncc2c(n1)-c1ccccc1N(Cc1cccc(F)c1)S2(=O)=O | ? | / | -10%
26 | CC(C)(Oc1ccc(Cl)cc1)C(=O)NCCN1C(=O)S/C(=C/c2cccnc2)C1=O | ? | 19% | -17%
27 | CCOC(=O)c1c(C)c(C(=O)NCc2ccc(OC)cc2)c(C)n1CC | 8% | / | 2%
28 | Cc1ccc(S(=O)(=O)N(CC(=O)N2CCCCCC2)c2ccccc2)cc1 | ? | 10% | -9%
29 | CCCCN1CC(=O)N2[C@H]3c4cc(OC)ccc4OC[C@@H]3[C@H](C(=O)OCC)[C@]2(C)C1=O | 7% | / | 3%
30 | O=C(CN1C(=O)NC2(CCCC2)C1=O)NNC(=O)c1ccccc1F | -9% | / | 25%
31 | NC(=O)c1cccc(CC(=O)c2ccccc2)c1 | -3% | 3% | 8%
32 | O=C(CN1CCC(c2nc3ccccc3s2)CC1)NCc1cccs1 | ? | 12% | -5%
33 | COc1cc(NS(C)(=O)=O)ccc1Nc1c2ccccc2nc2ccccc12 | 0.21µM* | ? | ?
34 | Cc1[nH]c2ccccc2c1C(=O)CSc1ccccc1 | 6% | 8% | -2%
35 | O=C(Nc1c(C(=O)N2CCOCC2)oc2ccccc12)c1cccc([N+](=O)[O-])c1 | ? | -16% | -18%
36 | CN(C(=O)CN1C(=O)S/C(=C\c2ccccc2F)C1=O)C1CCS(=O)(=O)C1 (stereo unspecified) | -18% | -3% | 21%
37 | CC(C)C(=O)Nc1ccc2nc(SCCOc3ccccc3)sc2c1 | -25% | / | 3%
38 | Cc1cccn2c(=O)c3cc(C(=O)NCc4ccco4)c(=N)n(C(C)C)c3nc12 | -26% | ? | -21%
39 | CCc1ccccc1NC(=O)N1CCCc2ccccc21 | -22% | -2% | -3%
40 | CCN(CC)S(=O)(=O)c1cccc(NC(=O)CCNC(=O)c2ccccc2Cl)c1 | ? | -8% | 1%

# 19 entries from above, screen by screen.
22: COC(=O)c1ccccc1NC(=O)Nc1cccc(OCc2cc(=O)n3cccc(C)c3n2)c1
23: Cc1nnc(SCC(=O)NNC(=O)c2ccco2)s1
24: C=CCn1c(NC(C)c2cc(Cl)ccc2O)nc2ccccc21 (stereo unspecified)
25: NC(=O)CSc1ncc2c(n1)-c1ccccc1N(Cc1cccc(F)c1)S2(=O)=O
26: CC(C)(Oc1ccc(Cl)cc1)C(=O)NCCN1C(=O)S/C(=C/c2cccnc2)C1=O
27: CCOC(=O)c1c(C)c(C(=O)NCc2ccc(OC)cc2)c(C)n1CC
28: Cc1ccc(S(=O)(=O)N(CC(=O)N2CCCCCC2)c2ccccc2)cc1
29: CCCCN1CC(=O)N2[C@H]3c4cc(OC)ccc4OC[C@@H]3[C@H](C(=O)OCC)[C@]2(C)C1=O
30: O=C(CN1C(=O)NC2(CCCC2)C1=O)NNC(=O)c1ccccc1F
31: NC(=O)c1cccc(CC(=O)c2ccccc2)c1
32: O=C(CN1CCC(c2nc3ccccc3s2)CC1)NCc1cccs1
33: COc1cc(NS(C)(=O)=O)ccc1Nc1c2ccccc2nc2ccccc12
entry no.	22	23	24	25	26	27	28	29	30	31	32	33
DT40 TDP1 CPT	-21%	-16%	?	?	?	8%	?	7%	-9%	-3%	?	0.21µM*
N370S GC	/	-1%	-18%	/	19%	/	10%	/	/	3%	12%	?
FEN1 inh	13%	0%	-16%	-10%	-17%	2%	-9%	3%	25%	8%	-5%	?

34: Cc1[nH]c2ccccc2c1C(=O)CSc1ccccc1
35: O=C(Nc1c(C(=O)N2CCOCC2)oc2ccccc12)c1cccc([N+](=O)[O-])c1
36: CN(C(=O)CN1C(=O)S/C(=C\c2ccccc2F)C1=O)C1CCS(=O)(=O)C1 (stereo unspecified)
37: CC(C)C(=O)Nc1ccc2nc(SCCOc3ccccc3)sc2c1
38: Cc1cccn2c(=O)c3cc(C(=O)NCc4ccco4)c(=N)n(C(C)C)c3nc12
39: CCc1ccccc1NC(=O)N1CCCc2ccccc21
40: CCN(CC)S(=O)(=O)c1cccc(NC(=O)CCNC(=O)c2ccccc2Cl)c1
entry no.	34	35	36	37	38	39	40
DT40 TDP1 CPT	6%	?	-18%	-25%	-26%	-22%	?
N370S GC	8%	-16%	-3%	/	?	-2%	-8%
FEN1 inh	-2%	-18%	21%	3%	-21%	-3%	1%

# (cont.)
No. | compound | DT40 TDP1 CPT | N370S GC | FEN1 inh
41 | O=C(Cn1ncc2c3ccccc3n(Cc3ccccc3F)c2c1=O)NCCCN1CCCC1=O | ? | -1% | 1%
42 | Cc1ccc(S(=O)(=O)NCc2cccnc2)cc1C(=O)NC1CCCCC1 | -35% | 0% | -7%
43 | COc1cc(C2C(C#N)=C(N)OC3=C2C(=O)CCC3)ccc1OC(=O)N1CCOCC1 (stereo unspecified) | -3% | -15% | -5%
44 | O=C(N/N=C/C(Br)=C\c1ccccc1)c1ccco1 | 6.5µM* | -15% | -4%
45 | COc1ccc(NC(=O)CN(C)S(=O)(=O)c2ccc(Cl)cc2)cn1 | -4% | / | -9%
46 | CC1(C)CC(=O)C(C(C#Cc2ccccc2)C2=C(O)CC(C)(C)CC2=O)=C(O)C1 | 6.5µM* | 3% | 8%
47 | Cn1cc(C(=O)c2ccc(Cl)cc2Cl)cc1C=O | 1% | 10% | -1%
48 | Cc1ccc(CNC(=O)CCCN2C(=O)c3cccnc3Oc3ccc(Cl)cc32)cc1 | ? | / | -2%
49 | CCN1CCN(Cc2ccc(NC(=O)c3ccc(C)c(NC(=O)c4csc(-c5ccncc5)n4)c3)cc2C(F)(F)F)CC1 | 16µM* | 19% | ?
50 | Cc1cc(C(=O)COC(=O)c2ccc3c(c2)OCO3)c(C)n1Cc1cccs1 | -15% | 14% | -4%
51 | COc1cccc(COC(=O)c2c(C)nn(-c3ccccc3)c2Cl)c1OC | -4% | 1% | 1%
52 | COC(=O)c1cc2sc(C)cc2n1Cc1ccccc1 | ? | / | -6%
53 | Cc1cc(C)nc(SCc2ccc(F)cc2)n1 | 2% | -22% | 2%
54 | Cc1ccc(C)c(Cn2nnc3c(=O)[nH]c(C4CCN(C(=O)c5cccs5)CC4)nc32)c1 | -4% | -1% | -22%
55 | CC(C)OCCCNC(=S)Nc1ccc(S(N)(=O)=O)cc1 | 23µM* | 12% | 0%
56 | CCCCc1nc2cc(C(=O)N3CCC(O)CC3)ccc2o1 | -1% | 2% | 10%
57 | COc1ccc(C2C(C(C)=O)=C(C)Nc3ncnn32)c(OC)c1OC (stereo unspecified) | 10% | -15% | 6%
58 | Cc1ccc(-n2c(=O)c3oc4ccccc4c3n(CC(=O)Nc3ccc(F)c(Cl)c3)c2=O)cc1C | -14% | / | 3%
59 | CCOc1ccc(N(CC)C(=O)COc2cc(=O)n(CC)c3ccccc23)cc1 | ? | 1% | -9%
60 | CCOc1ccccc1C(=O)n1nc(C)cc1C | 4% | -25% | -4%
61 | CC1=NN(C(=O)CCCc2ccccc2)C(O)(C(F)(F)F)C1 (stereo unspecified) | 4% | 7% | -1%
62 | CC(CCc1ccccc1)NC(=O)c1ccncc1 (stereo unspecified) | -4% | 30% | -4%
63 | CN(CCC1CCCCO1)C(=O)CCc1nnc(C2CCCCC2)o1 (stereo unspecified) | -1% | 2% | -10%
64 | COc1cccc(C(=O)N/N=C/C(Br)=C/c2ccccc2)c1 | 1.8µM* | 12% | 8%
65 | CCOC(=O)[C@@H]1[C@H]2COc3ccccc3[C@@H]2N2C(=O)N(c3ccc(Br)cc3)C(=O)[C@]12C | -10% | / | -2%
66 | O=C(O)CCC(=O)NNc1nc2ccccc2nc1-c1ccccc1 | 8% | ? | -9%
67 | COc1ccccc1S(=O)(=O)Cc1ccc(C(=O)NCCN(C)C)o1 | -12% | / | 0%
68 | COc1ccc2c(c1)-c1nc(NC(=O)c3cc(Cl)ccc3OC)sc1CC2 | 8.2µM* | / | -14%
69 | COc1ccc(C(CC(=O)O)N2Cc3ccccc3C2=O)cc1OC (stereo unspecified) | 3% | -3% | 6%
70 | O=C(CSc1nnc(-c2cccnc2)o1)Nc1cccc(F)c1 | -5% | -3% | -8%
71 | Cc1ccc(NC(=O)COC(=O)c2c(C)nn(-c3ccccc3)c2C)cc1 | ? | / | 13%
72 | O=C(Cn1c(=O)c(CNc2ccccc2)cc2cc3c(cc21)OCCO3)Nc1ccccc1Cl | -121% | / | 9%
73 | Cc1cc(C)cc(NC(=O)Cn2cc(C(=O)C3CCCCC3)c3ccccc32)c1 | 18µM* | / | 24%
74 | CCOC(=O)N1CCC(NC(=O)c2ccc3c(c2)N(Cc2ccccc2)C(=O)c2ccccc2S3=O)CC1 (stereo unspecified) | -1% | / | -13%
75 | O=C(Cc1ccccc1)NC1CCS(=O)(=O)C1 (stereo unspecified) | 9% | -2% | 4%
76 | COc1ncccc1C(=O)N1CCC(n2nccc2NC(=O)CC(C)C)CC1 | -5% | -5% | -1%
77 | Cc1cccc(NC(=O)CCCN2C(=O)c3ccccc3C2=O)n1 | -9% | 2% | -2%

# Whole records from above. Values in the order: DT40 TDP1 CPT, N370S GC, FEN1 inh
# `CC(C)Cn1c(=O)c2sccc2n2c(CCCC(=O)NCc3ccccc3Cl)nnc12` is listed as -11%, /, 0%
# `COC(=O)c1cc2sc(C)cc2n1Cc1ccccc1` is listed as ?, /, -6%
